RECQ1 inh: RECQ1 (human) helicase inhibition; AID 2549; Potency, µM (highest dose often 57.3 µM), without a hit: at the top dose activity, negative = inhibition, actives largely listed as inhibitors; 240,000 tested, 0.54% active; P46063; RECQ1 DNA unwinding, red fluorescence kinetic read;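 also: plate controls were vehicle for no effect and no enzyme for full effect; nearly all actives have a fitted effect of over 30% in size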
Target sequence (P46063 whole entry, looked up): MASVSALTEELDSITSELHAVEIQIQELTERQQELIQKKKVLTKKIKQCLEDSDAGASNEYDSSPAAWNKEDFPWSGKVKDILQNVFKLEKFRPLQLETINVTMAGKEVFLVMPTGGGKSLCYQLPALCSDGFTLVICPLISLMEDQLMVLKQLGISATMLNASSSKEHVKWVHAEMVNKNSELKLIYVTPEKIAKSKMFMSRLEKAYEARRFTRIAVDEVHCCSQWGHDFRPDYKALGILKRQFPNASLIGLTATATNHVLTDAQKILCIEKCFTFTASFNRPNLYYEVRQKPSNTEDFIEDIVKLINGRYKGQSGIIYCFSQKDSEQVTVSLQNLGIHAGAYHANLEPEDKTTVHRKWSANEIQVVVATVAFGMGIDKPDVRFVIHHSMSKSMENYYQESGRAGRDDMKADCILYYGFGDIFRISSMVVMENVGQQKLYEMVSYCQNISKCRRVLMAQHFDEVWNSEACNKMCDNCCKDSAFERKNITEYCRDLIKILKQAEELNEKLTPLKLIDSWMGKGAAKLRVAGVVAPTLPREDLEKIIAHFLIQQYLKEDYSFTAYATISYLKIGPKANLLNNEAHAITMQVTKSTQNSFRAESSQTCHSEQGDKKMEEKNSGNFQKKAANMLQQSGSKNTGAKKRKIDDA
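50 nM RECQ1T1 preincubated 15 min with compound in Tris pH 8.0 buffer with MgCl2, DTT, Tween-20 and 2.5 ug/ml poly(dI-dC); started with 200 nM TAMRA/BHQ-2 forked duplex and 2 mM ATP. Unwinding read as fluorescence (525/598 nm), two reads 2 h apart.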
GoLoco inh red: inhibitors of human Gai1-RGS12 GoLoco interaction (red fluorophore). P63096. Gai1:RGS12 GoLoco peptide FP, rhodamine, 10 min. Potency, µM (titrated, usually from 61.6 µM), without a hit: at the highest dose activity, negative = inhibition, most hits filed as inhibitors. 230,000 tested, 0.44% active. AID 880; active = well fitted inhibition curve with a large enough effect, not every such curve was filed as active; inactive = no such curve, though single readings can be large or run the other way; also: % is scaled to controls: 0 for no effect and ±100 for the full control effect; nearly all actives have a fitted effect of over 30% in size; many of its hits are not listed in these tables
Target sequence (P63096 whole entry, looked up): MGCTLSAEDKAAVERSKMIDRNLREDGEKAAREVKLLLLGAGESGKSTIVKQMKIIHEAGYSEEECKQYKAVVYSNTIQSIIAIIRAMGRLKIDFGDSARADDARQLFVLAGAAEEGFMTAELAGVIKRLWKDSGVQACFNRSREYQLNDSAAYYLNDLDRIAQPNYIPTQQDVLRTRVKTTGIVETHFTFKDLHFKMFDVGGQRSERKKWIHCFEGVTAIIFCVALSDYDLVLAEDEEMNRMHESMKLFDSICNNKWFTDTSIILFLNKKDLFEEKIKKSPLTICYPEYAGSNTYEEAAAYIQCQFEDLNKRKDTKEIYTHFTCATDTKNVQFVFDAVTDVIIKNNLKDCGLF
LMNA splice mod: modulators of lamin A splicing; Potency, µM (top dose mostly 46.1 µM), inactives show at the top dose ratio change, negative = inhibition, usual class: inhibitors; HeLa LMNA splicing GFP/RFP minigene ratio, 48 h; 200,000 tested, 0.01% active; active = well fitted inhibition curve with a large enough effect in the signal ratio, with a control signal flat, not every such curve was filed as active; inconclusive = small, poorly fitted or top-dose-only effect, or effect the other way, or a change in a side signal; the % refers to the signal ratio; also: % is scaled to controls: 0 for no effect and ±100 for the full control effect
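S3 HeLa stable clones carrying a lamin A-EGFP splicing minigene plus DsRed2 were seeded at 600 cells/well in Opti-MEM with 2% FBS, pin-dosed and incubated 48 h at 37°C. Acumen cytometry (488 nm) gave the GFP/RFP total-intensity ratio.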
SMN2 splice up: enhancers of SMN2 splice variant expression; HEK293 SMN2-luciferase splicing reporter, luminescence, 30-36 h; Potency, µM (series often up to 46.1 µM), without a hit: at the top dose activity change, positive = activation, most hits filed as activators; 210,000 tested, 2.8% active; AID 1458; also: % of control where 0% means no effect; nearly all actives have a fitted effect of over 55% in size
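qHTS luciferase splicing reporter: luminescence rises when SMN2 exon 7 is included in transfected HEK293 cells. Compound exposure lasted 30-36 h at 37C, with 4.5 mM final sodium butyrate as control, followed by a ONE-Glo read.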
ALDH1A1 block: inhibitors of human aldehyde dehydrogenase 1A1 | P00352 | Purified ALDH1A1, NADH fluorescence, propionaldehyde substrate | Potency, µM (doses to about 75.3 µM), inactives show at the top dose activity, negative = inhibition, usual class: inhibitors | 220,000 tested, 7.3% active; active = well fitted inhibition curve with a large enough effect, not every such curve was filed as active; inconclusive = small, poorly fitted or top-dose-only effect, or another doubt; inactive = no such curve, though single readings can be large or run the other way;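 also: plate controls were no enzyme wells and a reference inhibitor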
TR SRC2 fluor cs: counter-screen for TRb-SRC2 inhibitors: fluorescence interference; TRb/SRC2 Texas Red total fluorescence interference; Potency, µM (top dose mostly 106 µM), for the others: top-dose fluorescence change, negative = quenching; 280,000 tested, 0.29% active; AID 1479; active = well fitted curve in either direction with a large enough effect; inconclusive = small, poorly fitted or top-dose-only effect; also: % is scaled to controls: 0 for no effect and ±100 for the full control effect
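Flags fluorescent or light-absorbing compounds by total fluorescence, S + 2P, at 555 nm excitation and 632 nm emission. Mixture: 20 nM Texas Red SRC2 peptide, 0.6 uM human TRb LBD, 1 uM T3, 5% DMSO; compound exposure 5 h at ambient temperature.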
JMJD2E inh: JMJD2E (human) inhibition | JMJD2E catalytic domain, FDH-coupled NADH fluorescence (FDH is formaldehyde dehydrogenase) | Potency, µM (series often up to 57.1 µM), inactives show at the top dose activity change, negative = inhibition, usual class: inhibitors | 230,000 tested, 1.6% active | AID 2147; active = well fitted inhibition curve with a large enough effect, not every such curve was filed as active; inconclusive = small, poorly fitted or top-dose-only effect, or another doubt; inactive = no such curve, though single readings can be large or run the other way;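 also: 0% = wells with enzyme and -100% = buffer wells without enzyme; nearly all actives have a fitted effect of over 50% in size; many of its hits are not listed in these tables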
TRb SRC2 PPI: TRbeta-SRC2 interaction inhibition. Potency, µM (titrated, usually from 106 µM), for inactives: top-dose activity change, negative = inhibition, usual class: inhibitors. AID 1469. 280,000 tested, 0.065% active. TRbeta-SRC2 peptide binding, fluorescence polarization; receptor liganded with 1 µM T3;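 also: plate controls were bound peptide for no effect and peptide without receptor for full effect; nearly all actives have a fitted effect of over 50% in size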
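TRb LBD 0.6 uM + Texas Red SRC2 peptide 20 nM, 1 uM T3, Tris buffer w/ 5% DMSO; compound pinned, 5 h RT; FP read ex 555/em 632; normalized to unbound and bound controls.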
An asterisk follows results filed as active; i = inactive; ? = inconclusive; . = not tested or not shown; [ ] = dose if it differs, or a comment. Unless noted, calls follow the shape of the dose curve; as a rule, active = well fitted curve in the direction sought with a large enough effect; inconclusive = small, poorly fitted or top-dose-only effect, or another doubt; inactive = no such curve, though single readings can be large; an effect the other way counts as inactive or inconclusive. Potency is read from the fitted curve at half-maximal effect. These rows are one share of the data. The share of hits here may be higher or lower than overall.

item	SMILES	RECQ1 inh	GoLoco inh red	LMNA splice mod	SMN2 splice up
1	COC(=O)c1sc(NC(=O)CSc2nnc(Cn3nnc4ccccc43)n2C)nc1C	12%	2%	-3%	-12%
2	Cc1oc2ccc(O)cc2c1C(=O)OC(C)C	-8%	4%	2%	-12%
3	OCCC1CN(Cc2cccc3nccnc23)CCN1Cc1ccc(F)c(F)c1 (configuration not stated)	5%	11%	-1%[46 µM]	.
4	Cn1c(=O)c2c(ncn2Cc2cccc(Cl)c2)n(C)c1=O	-6%	-20%	0%	-36%[inhibitor]
5	CCOC(=O)N/N=C\c1ccc(OC(=O)c2ccco2)cc1	-4%	3%	-1%[9.22 µM]	-41%
6	CCN(Cc1cnn(C)c1)Cc1nc(C(c2ccccc2)c2ccccc2)no1	-6%	8%	?	.
7	COc1ccc(/C=N/NC(=O)COc2cccc3ccccc23)c(C(=O)O)c1OC	2%	-31%	-14%	-10%
8	COc1cccc(-c2nnc(SCC3CNC(=O)O3)n2-c2ccc(Cl)cc2)c1 (configuration not stated)	9%	.	2%	.
9	C=CCn1c(CCNC(=O)c2cccs2)n[nH]c1=S	-1%	5%	11%	-34%[inhibitor]
10	O=[N+]([O-])c1ccc2c(c1)nc1n2CCSC1	-3%	-5%	.	.

item	ALDH1A1 block	TR SRC2 fluor cs	JMJD2E inh	TRb SRC2 PPI
1	20%	0%	-1%	-8%
2	13%	-3%	-5%	-22%
3	15%	-1%	4%	-2%
4	-8%	-7%	-4%	-1%
5	?	-3%	-7%	0%
6	?	1%	-18%	0%
7	5%	0%	-6%	-2%
8	0.63µM*	1%	10%	4%
9	1%	0%	6%	11%
10	.	-1%	-2%	2%

Carrying on:
item	SMILES	RECQ1 inh	GoLoco inh red	LMNA splice mod	SMN2 splice up
11	N#Cc1cc2c(nc1SCc1ccccc1)CCCC2	-19%	5%	-3%	-26%
12	COc1ccc(C(=O)c2coc3ccc(O)c(CN4CCCCC4)c23)cc1	0%	-2%	-16%	-32%[inhibitor]
13	Cc1cc(C)nc(SCC(=O)N/N=C/c2cccn2-c2ccc(O)cc2)n1	-12%	3.2µM*	7%	0%
14	S=c1[nH]ncn1/N=C/c1ccc(N2CCOCC2)cc1	i	-2%	23%	13µM*
15	CCCC(=O)Nc1nc(CC(=O)OCC)cs1	-4%	5%	.	3%
16	O=C(Cc1ccc(-n2c(=O)c3ccccc3n(Cc3cccc([N+](=O)[O-])c3)c2=O)cc1)NCC1CCCO1 (configuration not stated)	-2%	-1%	-11%	11%
17	CCC1=C2CC[C@H]3C(=O)NC(=O)[C@H]3[C@H]2[C@@]2(C)C(=NCC3CC3)OC(=O)N2C1=O	-9%	-11%	.	-8%
18	COc1ccc(C2C(C#N)=C(/N=C/N3CCN(C)CC3)OC3=C2C(=O)CC(C)(C)C3)cc1OC (configuration not stated)	i	6%	4%	15%
19	CC1CCN(C(=O)CSc2nc3c(cnn3-c3ccc(Cl)cc3)c(=O)[nH]2)CC1	-2%	1%	2%	-3%
20	C=CCOc1ccc(/C=N/NC(=O)C(=O)Nc2ccccn2)cc1OC	1%	16%	-3%	22%

item	ALDH1A1 block	TR SRC2 fluor cs	JMJD2E inh	TRb SRC2 PPI
11	16%	-2%	-4%	-8%
12	13µM*	2%	-5%	1%
13	-11%	-6%	-2%	-2%
14	?	1%	?	0%
15	7%	1%	1%	-4%
16	6%	1%	0%	12%
17	5%	-4%	-1%	10%
18	1%	1%	0%	-22%
19	11%	-2%	6%	-1%
20	?	0%	?	6%

(list continues)
item	SMILES	RECQ1 inh	GoLoco inh red	LMNA splice mod	SMN2 splice up
21	Cc1ccc(S(=O)(=O)N=C2SCCCS2)cc1	-4%	4%	-14%	1%
22	COc1ccc(OC)c(NC(=O)CS(=O)(=O)Cc2nc(-c3ccccc3C)oc2C)c1	-5%	34%[activator]	-6%	-27%
23	CCOC(=O)N1CCN(C(=O)c2ccccc2NC(=O)c2ccc(C(C)(C)C)cc2)CC1	1%	0%	1%	8%
24	CC1CCCC(NC(=O)c2ccc3c(c2)N(Cc2ccccc2)C(=O)CS3=O)C1C (configuration not stated)	-3%	7%	-13%	25%
25	CC(=O)Nc1ccc(-c2nnc(SCc3ccccc3C#N)n2C)cc1	i	6%	-10%	0%
26	Cc1nnc(SCC(=O)c2ccccc2)n1Cc1ccccc1	-10%	4%	-4%	21%
27	CC(C)CNC(=O)c1c(N)n(/N=C/c2cccnc2)c2nc3ccccc3nc12	-5%	-1%	-10%	24%
28	OCCC1CN(Cc2cccn2-c2ccccn2)CCN1C1CCCCC1 (configuration not stated)	-12%	10%	.	.
29	CCC(CC)c1nc(C#N)c(NCc2ccccc2)o1	-5%	6%	-11%	14%
30	O=C(Cc1ccccc1)Nc1ccccc1C(=O)N1CCCCCC1	1%	2%	.	6%

item	ALDH1A1 block	TR SRC2 fluor cs	JMJD2E inh	TRb SRC2 PPI
21	-4%	4%	-14%	-3%
22	?	-1%	-2%	-23%
23	1%	-1%	6%	8%
24	?	-2%	2%	-1%
25	1%	-1%	5%	-6%
26	-3%	-2%	3%	0%
27	?	-6%	11%	0%
28	3%	0%	-4%	-5%
29	-8%	-7%	1%	-1%
30	-2%	0%	8%	-3%

In the list so far, these have a halogen.
item	SMILES	RECQ1 inh	GoLoco inh red	LMNA splice mod	SMN2 splice up
3	OCCC1CN(Cc2cccc3nccnc23)CCN1Cc1ccc(F)c(F)c1 (configuration not stated)	5%	11%	-1%[46 µM]	.
4	Cn1c(=O)c2c(ncn2Cc2cccc(Cl)c2)n(C)c1=O	-6%	-20%	0%	-36%[inhibitor]
8	COc1cccc(-c2nnc(SCC3CNC(=O)O3)n2-c2ccc(Cl)cc2)c1 (configuration not stated)	9%	.	2%	.
19	CC1CCN(C(=O)CSc2nc3c(cnn3-c3ccc(Cl)cc3)c(=O)[nH]2)CC1	-2%	1%	2%	-3%

item	ALDH1A1 block	TR SRC2 fluor cs	JMJD2E inh	TRb SRC2 PPI
3	15%	-1%	4%	-2%
4	-8%	-7%	-4%	-1%
8	0.63µM*	1%	10%	4%
19	11%	-2%	6%	-1%

New compounds follow
item	SMILES	RECQ1 inh	GoLoco inh red	LMNA splice mod	SMN2 splice up
31	COC(=O)c1nn(-c2cccc(Cl)c2)ccc1=O	-6%	6%	5%[46 µM]	-7%
32	Cc1ccc(Oc2nc(-c3ccccc3)ncc2S(=O)(=O)c2ccc(C)cc2)cc1	2%	-14%	-3%	-1%
33	CNC(=S)N/N=C/c1ccc(N2CCOCC2)s1	8%	10%	?	25%
34	COc1ccc(N2CCc3c(C)nc4c(OC)cccc4c32)cc1	2%	3%	?	.
35	C/C(=N\NC(=O)CN1CCN(S(=O)(=O)c2ccc(C)cc2)CC1)c1cccnc1	i	10%	-9%	14%
36	COc1cc2c(cc1OC)C1(CCCC1)CNC2c1cccc([N+](=O)[O-])c1 (configuration not stated)	-3%	5%	12%[46 µM]	.
37	C/C=C/OC(=O)NC(c1ccccc1)[C@]1(C(C)=O)CCCC1=O (some centres not stated)	16%[11.5 µM]	.	.	.
38	Cc1cccc(/N=C/C2=C(O)CC(C)(C)CC2=O)n1	-6%	3%	.	.
39	CCC(=O)n1nc(-c2ccc(OC)cc2)nc1N	i	15%	9%	3%
40	COc1cc(-c2c(C#N)c(N)nc3c2CCCC3)cc(OC)c1OC	i	0%	-25%	6%

item	ALDH1A1 block	TR SRC2 fluor cs	JMJD2E inh	TRb SRC2 PPI
31	-5%	-3%	-9%	0%
32	?	-3%	0%	-4%
33	8.9µM*	-2%	?	6%
34	28µM*	-1%	?	3%
35	53%[activator]	1%	-1%	0%
36	7%	-1%	-9%	2%
37	4%[13.5 µM]	-6%[11.2 µM]	.	1%[11.2 µM]
38	.	1%	3%	-1%
39	5%	-1%	-1%	2%
40	-2%	-7%	?	-7%

(continued)
item	SMILES	RECQ1 inh	GoLoco inh red	LMNA splice mod	SMN2 splice up
41	CCOc1ccc(-c2nnn(CC(=O)Nc3cc(OC)ccc3OC)n2)cc1OCC	0%	3%	6%	4%
42	COC(=O)C(NC(=O)c1ccc(F)cc1)(Nc1nc(C)cs1)C(F)(F)F (configuration not stated)	-2%	-5%	7%	3%
43	Cn1cc(C(=O)N2CCc3ccccc3C2)c(=O)c2cc(S(=O)(=O)N3CCCCC3)ccc21	-2%	1%	-1%	4%
44	O=C(O)CCC(NC(=O)c1cncc(O)c1)C(=O)O (configuration not stated)	-3%	6%	7%	12%
45	O=C(/C=C/c1ccco1)N(Cc1ccc(F)cc1)C1CCS(=O)(=O)C1 (configuration not stated)	?	-1%	.	.
46	COCCn1nnnc1C(c1cc2ccc(OC)cc2[nH]c1=O)N1CCc2ccccc2C1 (configuration not stated)	8%	2%	-1%	-4%
47	Cc1nnnn1/C(=C\c1ccccc1)C(=O)OCC(=O)N(C)C1CCS(=O)(=O)C1 (configuration not stated)	-3%	-6%	?	-40%[inhibitor]
48	C[C@H](NC(=O)c1nc[nH]c1C(=O)NCc1ccccc1)C(=O)OC(C)(C)C	-6%	1%	.	.
49	CCN(CC)C(=O)Cn1cnc2sc(C(=O)N3CCN(c4ccc(OC)cc4)CC3)c(C)c2c1=O	0%	-3%	1%	-7%
50	CC1(C)Cc2nc3[nH]c(=S)[nH]c(=O)c3cc2CO1	i	0%	.	.
51	Cc1ccc(OCCn2cc(C#N)c3ccccc32)cc1	-8%	7%	-8%	-10%
52	O=C(Nc1ccnc(-c2cccnc2)n1)c1ccc(F)cc1	i	6%	?	-8%

item	ALDH1A1 block	TR SRC2 fluor cs	JMJD2E inh	TRb SRC2 PPI
41	8%	-6%	9%	5%
42	8%	-3%	0%	-16%
43	-2%	-2%	0%	-4%
44	-5%	-3%	?	1%
45	.	-1%	-5%	-5%
46	25µM*	-3%	?	5%
47	?	0%	5%	-3%
48	?	-2%	13%	-3%
49	1%	-6%	-5%	1%
50	.	-4%	-8%	-5%
51	-10%	-1%	-1%	2%
52	6%	-1%	-1%	-2%
